Compound activity deposited in PubChem by several laboratories.
AHR act – AHR activators, primary screen, cell-based, luminescence, luciferase reporter, human; hit rate 2.5% among 320,000; Aryl hydrocarbon receptor (Homo sapiens), P35869; activation, % at 5 µM; AHR-responsive luciferase reporter cells; in the data active means activation above about 47%;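 further: 0% = vehicle wells and 100% = reference agonist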
Target sequence (P35869 whole entry, looked up): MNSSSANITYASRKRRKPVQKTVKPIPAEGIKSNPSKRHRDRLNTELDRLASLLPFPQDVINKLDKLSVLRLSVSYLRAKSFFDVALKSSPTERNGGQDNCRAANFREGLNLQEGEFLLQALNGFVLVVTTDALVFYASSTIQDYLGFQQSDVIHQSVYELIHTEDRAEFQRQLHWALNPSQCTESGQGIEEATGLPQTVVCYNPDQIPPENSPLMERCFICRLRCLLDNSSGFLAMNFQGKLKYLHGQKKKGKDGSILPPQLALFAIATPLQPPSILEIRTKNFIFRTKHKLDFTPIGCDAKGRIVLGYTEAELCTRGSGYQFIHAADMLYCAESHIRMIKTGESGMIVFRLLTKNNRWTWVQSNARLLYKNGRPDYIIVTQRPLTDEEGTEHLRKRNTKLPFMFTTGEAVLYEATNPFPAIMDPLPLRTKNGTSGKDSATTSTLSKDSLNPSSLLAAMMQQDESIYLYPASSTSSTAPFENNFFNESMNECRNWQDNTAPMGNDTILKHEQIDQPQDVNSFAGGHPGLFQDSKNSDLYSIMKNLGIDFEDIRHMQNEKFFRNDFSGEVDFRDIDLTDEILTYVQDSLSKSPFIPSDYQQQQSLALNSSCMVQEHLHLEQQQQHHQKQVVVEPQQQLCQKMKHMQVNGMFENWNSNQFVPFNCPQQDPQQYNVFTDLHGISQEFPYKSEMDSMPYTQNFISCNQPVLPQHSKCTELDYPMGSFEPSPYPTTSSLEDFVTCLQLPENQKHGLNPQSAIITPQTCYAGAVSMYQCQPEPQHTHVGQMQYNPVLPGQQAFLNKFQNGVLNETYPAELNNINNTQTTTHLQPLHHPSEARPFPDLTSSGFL
Efflux pump mplx – inhibitors of Candida efflux pumps in yeast, primary screen, S. cerevisiae, Nile Red, multiplex; S. cerevisiae Candida pump triplex; inhibition, % at 10 µM; hit rate 0.44% among 330,000;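 active means plate passing quality check with inhibition over a set limit, or well fluorescence over plate mean plus 4 SD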;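 further: Nile Red retained in pooled yeast measured as flow cytometry median fluorescence; 0% = buffer negative control and 100% = Enniatin B positive control; higher means more Nile Red kept so more efflux inhibition; some compounds called inactive have numbers as strong as hits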
MEP2-GFP yeast – modulators of MEP2-GFP levels in yeast, primary screen, S. cerevisiae, multiplex flow cytometry, MLPCN library | S. cerevisiae MEP2-GFP strain, 3 h; 100% = DMSO control level | GFP response vs DMSO, % at 10 µM | hit rate 0.51% among 330,000;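 active means GFP response versus DMSO above a set limit, roughly screen mean plus 3 SD, cut at about 180% in these data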;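 further: median GFP fluorescence of the barcode-gated MEP2-GFP cells per well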
Yeast superoxide – reduction of superoxide in aged yeast, primary screen, HTS. S. cerevisiae aged cells, superoxide DHE fluorescence; active compounds read low. superoxide response (% of plate mean), % at 10 µM. hit rate 0.18% among 330,000. AID 2690, 2010;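 active means superoxide response under a set limit, about three screen SD below normal, cut at about 65% in these data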;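 further: yeast aged for seven days with compound at 30 °C before DHE staining; 100% = average MFI of all compound-treated wells on the plate with controls excluded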
AGP1 TOR yeast – modulators of AGP1-GFP expression in yeast TOR pathway, primary screen, cell-based, multiplex flow cytometry, S. cerevisiae, MLPCN library. GFP response vs DMSO, % at 10 µM. 3 h; GFP as percent of DMSO wells. AID 2066, 2009. hit rate 0.02% among 320,000;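 active means GFP response relative to DMSO above a set limit, near screen average plus 3 SD, cut at about 150% in these data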;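 further: median GFP channel fluorescence of the gated AGP1 strain per well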
RPL19A TOR yeast – RPL19A-GFP expression modulators in yeast, primary screen, cell-based, S. cerevisiae, multiplex flow cytometry, MLPCN; S. cerevisiae RPL19A-GFP strain, 3 h; active compounds read low; percent response vs DMSO, % at 10 µM; hit rate 0.3% among 330,000; AID 2025, 2009;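 active means percent response vs DMSO below 50%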;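 further: median channel GFP fluorescence of the barcoded RPL19A-GFP strain; ratio of sample median GFP to plate DMSO average so 100% = DMSO; lower means less RPL19A-GFP as with rapamycin TOR inhibition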
CIT2 TOR yeast – modulators of CIT2-GFP expression in yeast, primary screen, S. cerevisiae, GFP fusion, multiplex flow cytometry, MLPCN library. S. cerevisiae CIT2-GFP strain, 3 h; 100 means same as DMSO wells. GFP response vs DMSO, % at 10 µM. hit rate 0.065% among 320,000. AID 2029, 2009;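 active means GFP response relative to DMSO above a set limit, near the screen mean plus 3 SD, cut at about 150% in these data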;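 further: ratio of well median GFP fluorescence to mean of DMSO wells on the plate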
LAP4-GFP MLPCN – modulators of LAP4-GFP expression in yeast, primary screen, S. cerevisiae, multiplex flow cytometry, MLPCN library | 3 h; median GFP as percent of DMSO wells | GFP response vs DMSO, % at 10 µM | hit rate 0.34% among 320,000 | AID 2023, 2009;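 active means GFP response vs DMSO above a set limit, about the screen mean plus 3 SD, cut at about 150% in these data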
The depositor's hits bear a star; . = not tested or not shown.

SMILES	AHR act	Efflux pump mplx	MEP2-GFP yeast	Yeast superoxide	AGP1 TOR yeast	RPL19A TOR yeast	CIT2 TOR yeast	LAP4-GFP MLPCN
COc1ccc(NC2CCCN(C(=O)Cn3ccc(C)n3)C2)cc1OC (stereo not drawn)	-1	0.1	95	99	92	98	.	75
CC1=CC(C)(C)N2C(=O)C3(C(C#N)=C(N)OC4=C3C(=O)CC(C)(C)C4)c3cc(C)cc1c32 (stereo not drawn)	21	0.1	103	99	104	100	105	99
CCNc1nc(Cl)nc(N(NC(C)=O)C(C)C)n1	2	0.0	87	103	98	94	81	102
CCOc1cc(/C=C2\SC(=N)N(c3nccs3)C2=O)ccc1OCCN1CCOCC1	12	-0.1	106	106	104	105	104	89
COc1ccc(N2C(=O)CSCC2=O)cc1OC	-2	-0.2	101	99	101	98	100	104
CC1(C)C2CCC1(C)C1(C2)NC(=O)c2ccccc2O1 (stereo not drawn)	0	0.6	95	91	96	96	98	96
Cc1onc(-c2ccccc2)c1CNS(=O)(=O)c1ccc(F)cc1F	3	0.1	104	91	101	93	102	109
c1cc(-c2sc(-c3ccncc3)c(-c3ccncc3)c2-c2ccncc2)ccn1	3	-0.1	87	98	116	99	111	104
CC1CN(C(=O)CCC(=O)NCc2ccccc2)c2cc(Cl)ccc2O1 (stereo not drawn)	-1	0.0	79	111	84	80	84	87
Cc1ccc(C(=O)Nc2ccc(N3CCCCC3)cc2)cc1	-2	0.4	102	94	107	103	95	110
Cc1cc(C)c(S(=O)(=O)N2CCN(S(=O)(=O)N3CCOCC3)CC2)c(C)c1	-1	0.1	104	113	105	109	105	100
C(=N\c1nccs1)/Nc1nccs1	3	0.0	96	107	88	88	89	88
COc1ccc(C=O)cc1Cn1ccnc1C	0	-0.1	105	100	100	108	105	92
COc1ccc(C(=O)NCC2(N3CCCCC3)CCCCC2)cc1S(=O)(=O)N(C)C	-1	0.0	104	96	98	95	107	88
O=C(NCCN1CCOCC1)c1ccc(Cl)c(S(=O)(=O)NCc2ccccc2)c1	0	-0.2	103	111	101	100	109	95
COc1ccc(CCNC(=O)CCN2C(=O)[C@@H]3Cc4ccccc4CN3C2=O)cc1	1	0.0	105	115	109	103	117	100
Cc1cccc(NC(=S)N2CCn3cccc3C2c2cccnc2)c1 (stereo not drawn)	6	0.1	100	106	93	99	85	95
Cc1oc(CN2CCOCC2)cc1C(=O)O	1	-0.1	101	93	98	94	98	104
COc1cccc(CNC(=O)CCc2nnc3ccc(NCCCN4CCCC4=O)nn23)c1	1	0.3	111	90	105	108	108	107
COc1ccc(CCNS(=O)(=O)c2ccc3c(c2)oc(=O)n3C)cc1OC	-1	0.0	99	95	93	102	97	108
O=C(CCc1ccccc1)NNC(=O)Cc1ccccc1	0	0.0	102	95	100	98	97	98
COc1ccc(/C=N/NC(=O)c2ccc(NC(=O)c3cccc([N+](=O)[O-])c3)cc2)c(C(=O)O)c1OC	5	0.6	95	117	100	97	100	105
COc1ccc(NC(=O)c2cc(C)on2)cc1OC	2	-0.4	99	72	101	99	105	104
O=C(C1CCN(S(=O)(=O)c2cccc3cccnc23)CC1)N1CCN(c2ccc(Cl)cc2)CC1	0	0.0	111	90	106	106	108	106
Cc1ccc(S(=O)(=O)N=S(CC2CC2(Cl)Cl)CC2CC2(Cl)Cl)cc1 (stereo not drawn)	3	0.1	98	95	.	101	106	100
COc1ccc(S(=O)(=O)N2CCCC(C(=O)NCc3ccco3)C2)cc1OC (stereo not drawn)	4	0.1	107	92	102	105	101	93
CCOC(=O)Cc1csc(NC(=O)CSc2nc(C)cc(C)n2)n1	0	-0.1	101	104	103	99	104	94
Cc1cc(NC(=O)COC(=O)c2ccc(C)c(C)c2)no1	0	0.0	98	92	94	92	84	109
CCc1nc2ccccc2[nH]1	2	-0.3	103	84	113	103	108	98
Cc1onc(-c2c(F)cccc2Cl)c1C(=O)Nc1cccc(Cn2cccn2)c1	7	0.0	106	83	108	104	110	103

Retrieved one by one from the list above, 2 records:
SMILES	AHR act	Efflux pump mplx	MEP2-GFP yeast	Yeast superoxide	AGP1 TOR yeast	RPL19A TOR yeast	CIT2 TOR yeast	LAP4-GFP MLPCN
Cc1cc(NC(=O)COC(=O)c2ccc(C)c(C)c2)no1	0	0.0	98	92	94	92	84	109
Cc1onc(-c2c(F)cccc2Cl)c1C(=O)Nc1cccc(Cn2cccn2)c1	7	0.0	106	83	108	104	110	103

Other compounds follow:
SMILES	AHR act	Efflux pump mplx	MEP2-GFP yeast	Yeast superoxide	AGP1 TOR yeast	RPL19A TOR yeast	CIT2 TOR yeast	LAP4-GFP MLPCN
O=C1c2cccc3cccc(c23)C(=O)N1c1ccc(O)cc1	-2	-0.3	94	96	89	94	89	84
O=C(N/N=C/c1cccc(Cl)c1)c1c(O)c2c([nH]c1=O)CCCC2	0	0.1	96	103	100	101	106	100
COC(=O)c1ccc2c(=O)n(CCCCCC(=O)N3CCN(c4ccccc4)CC3)c(=O)[nH]c2c1	25	0.2	98	107	92	94	98	96
Cn1c(-c2ccc(F)cc2)cnc1NCc1cccc(F)c1	-2	-0.1	105	93	110	107	115	105
CC(C)NC(=O)N(C)C[C@H]1Oc2ccc(NC(=O)C3CC3)cc2C(=O)N([C@H](C)CO)C[C@@H]1C	-1	-0.2	100	99	99	98	103	99
Cc1cc(S(=O)(=O)N2CCCC2)ccc1OCC(=O)NCc1ccco1	1	-0.1	102	86	100	102	101	98
COc1cc(/C=N/NC(=O)C2CCN(CC(O)COCc3ccccc3)CC2)ccc1O (stereo not drawn)	0	0.1	110	104	95	105	113	76
N#Cc1cc(N)ccc1Sc1ccc(Cl)cc1	2	-0.1	119	104	96	97	90	120
COc1ccccc1NC(=O)c1cc2c(s1)-c1ccccc1S(=O)(=O)C2	9	0.0	101	113	95	93	81	117
O=C(CN1C(=O)NC2NC(=O)NC21)N/N=C/c1ccc(F)cc1 (stereo not drawn)	-1	0.0	96	102	99	96	98	106
COC(=O)c1cc(S(=O)(=O)N(C)C2CCCCC2)cn1C	4	-0.1	99	109	106	101	100	104
O=C(NCC1CCCO1)c1cccc(Oc2ccc([N+](=O)[O-])cc2)c1 (stereo not drawn)	5	0.1	104	90	98	114	.	86
CC1(OC(=O)c2cccs2)C(=O)C=C2C=C3CCCN3C=C2C1=O (stereo not drawn)	1	0.0	108	101	102	102	101	98
Cc1ccc(C(=O)Cn2c(-c3ccccc3)noc2=O)cc1	0	-0.1	101	114	101	111	107	91
CCN(CC)CC(=O)N1CCCC(C(=O)c2ccccc2OC)C1 (stereo not drawn)	1	0.3	104	105	102	106	100	94
O=C(NC1(C(F)(F)F)NC(=O)N(Cc2cccnc2)C1=O)c1ccncc1 (stereo not drawn)	-2	0.2	97	85	86	88	86	92
O=C(NC(=S)NC1CCS(=O)(=O)C1)c1ccccc1Br (stereo not drawn)	6	1.3	100	100	99	98	106	103
Cc1ccc(CNC(=O)CCCn2nc(C)c3c(C)n(-c4ccccc4)nc3c2=O)cc1	1	0.0	100	102	102	97	99	93
CCOC(=O)c1sc(=NC(=O)COc2ccc(Cl)cc2)n(C)c1C	0	-0.3	99	107	103	106	109	99
O=C(N/N=C/C1C(c2ccccc2)C1(Cl)Cl)c1cccc(Br)c1 (stereo not drawn)	14	-0.1	97	99	94	98	95	119
COc1cccc(CNC(=O)Cn2ncn3cccc3c2=O)c1OC	0	-0.1	96	77	100	98	98	108
COc1ccc(CNC(=O)CCc2ccc(S(=O)(=O)N3CCCCCC3)cc2)cc1	1	-0.2	101	118	94	93	92	101
NC(=O)CC[C@H](NC(=O)OCc1ccccc1)C(=O)OCc1ccc(Cl)cc1	2	0.0	96	89	96	98	96	87
CC(=O)N1N=C(c2ccc(Cl)cc2)OC12CCCC2	21	0.1	95	108	100	94	89	116
CCOc1ccc(S(=O)(=O)N2CCN(c3ncccn3)CC2)cc1	3	0.3	98	98	98	99	87	102
CCOC(=O)COc1cccc(C2NC(=O)c3ccccc3O2)c1 (stereo not drawn)	1	0.0	103	106	103	104	100	94
CCC(CC)C(=O)NN(C(=O)c1ccncc1)C1CC(=O)N(c2ccccc2)C1=O (stereo not drawn)	-3	0.1	95	106	105	98	100	103
FC(F)(F)c1cccc(N2CCN(c3nnnn3-c3ccccc3)CC2)c1	3	0.0	99	98	103	106	93	110
O=C(COc1ncnc2ccccc12)Nc1ccc(Cl)c(S(=O)(=O)N2CCOCC2)c1	1	-0.2	102	103	108	101	112	108
O=C(NCc1cccnc1)c1ccc(NC(=O)c2cccc([N+](=O)[O-])c2)cc1	3	0.4	100	114	96	103	97	93
COC(=O)C1=C(C)NC(=O)CC1c1ccc(F)c(Br)c1 (stereo not drawn)	0	-0.1	98	113	100	96	101	97
CCN(CC)c1nc2ccccc2n(Cc2cccc(OC)c2)c1=O	-3	-0.1	105	107	94	98	97	94
O=C(CN1C(=O)NC2(CCCC2)C1=O)Nc1cccc(C(F)(F)F)c1	-17	-0.1	102	92	103	102	107	100
O=C1C(Cc2ccccc2)Nc2ncnc(N3CCCCC3)c2N1Cc1ccccc1 (stereo not drawn)	0	-0.1	98	98	102	97	90	103
Cc1cc(=O)[nH]c(N/N=C/c2c(O)n(-c3ccccc3)c(=O)c3ccccc23)n1	15	0.0	92	106	94	96	92	94

Structures from the list above that have a Cl atom, in the order listed:
SMILES	AHR act	Efflux pump mplx	MEP2-GFP yeast	Yeast superoxide	AGP1 TOR yeast	RPL19A TOR yeast	CIT2 TOR yeast	LAP4-GFP MLPCN
CCNc1nc(Cl)nc(N(NC(C)=O)C(C)C)n1	2	0.0	87	103	98	94	81	102
CC1CN(C(=O)CCC(=O)NCc2ccccc2)c2cc(Cl)ccc2O1 (stereo not drawn)	-1	0.0	79	111	84	80	84	87
O=C(NCCN1CCOCC1)c1ccc(Cl)c(S(=O)(=O)NCc2ccccc2)c1	0	-0.2	103	111	101	100	109	95
O=C(C1CCN(S(=O)(=O)c2cccc3cccnc23)CC1)N1CCN(c2ccc(Cl)cc2)CC1	0	0.0	111	90	106	106	108	106
Cc1ccc(S(=O)(=O)N=S(CC2CC2(Cl)Cl)CC2CC2(Cl)Cl)cc1 (stereo not drawn)	3	0.1	98	95	.	101	106	100
Cc1onc(-c2c(F)cccc2Cl)c1C(=O)Nc1cccc(Cn2cccn2)c1	7	0.0	106	83	108	104	110	103
O=C(N/N=C/c1cccc(Cl)c1)c1c(O)c2c([nH]c1=O)CCCC2	0	0.1	96	103	100	101	106	100
N#Cc1cc(N)ccc1Sc1ccc(Cl)cc1	2	-0.1	119	104	96	97	90	120
CCOC(=O)c1sc(=NC(=O)COc2ccc(Cl)cc2)n(C)c1C	0	-0.3	99	107	103	106	109	99
O=C(N/N=C/C1C(c2ccccc2)C1(Cl)Cl)c1cccc(Br)c1 (stereo not drawn)	14	-0.1	97	99	94	98	95	119
NC(=O)CC[C@H](NC(=O)OCc1ccccc1)C(=O)OCc1ccc(Cl)cc1	2	0.0	96	89	96	98	96	87
CC(=O)N1N=C(c2ccc(Cl)cc2)OC12CCCC2	21	0.1	95	108	100	94	89	116
O=C(COc1ncnc2ccccc12)Nc1ccc(Cl)c(S(=O)(=O)N2CCOCC2)c1	1	-0.2	102	103	108	101	112	108
